Source: PubChem BioAssay (several laboratories)
PTPN22 inh 2: inhibitors of human LYP (PTPN22) phosphatase. AID 640. inhibition, % at 2 µM. 96,000 compounds, 0.21% hits. recombinant LYP catalytic domain, DiFMUP fluorescence. Q9Y2R2;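 active = inhibition at 2 µM at or above a set limit, the screen mean plus 3 SD, cut at about 24% in these data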;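 also: 0% = DMSO with enzyme and 100% = enzyme fully blocked by orthovanadate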
F-actin modifier: cytoskeleton assembly modification; HUVEC TNFa F-actin phalloidin imaging, high content; inhibition, % at 2 µM; 91,000 compounds, 0.18% hits;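 active = inhibition above the batch mean plus 3 SD and confirmed as a hit by visual image inspection, cut at about 30% in these data, passing the limit was not always enough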; also: strong numbers were not always called active
hDAT+cocaine: human DAT dopamine uptake with cocaine, either direction | Q01959 | LLC-PK1 hDAT cells, [14C]-dopamine uptake with cocaine IC80; actives deviate in either direction | B-score at 10 µM | 110,000 compounds, 1.3% hits;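 active = Z score or B-score, a plate-position-corrected score, falls beyond the plate's 99.7% confidence bounds, in either direction; inactive = both scores lie inside the 99.7% bounds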;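 also: scored against the spread of the other compound wells on the same plate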
Target sequence (Q01959 whole entry, looked up): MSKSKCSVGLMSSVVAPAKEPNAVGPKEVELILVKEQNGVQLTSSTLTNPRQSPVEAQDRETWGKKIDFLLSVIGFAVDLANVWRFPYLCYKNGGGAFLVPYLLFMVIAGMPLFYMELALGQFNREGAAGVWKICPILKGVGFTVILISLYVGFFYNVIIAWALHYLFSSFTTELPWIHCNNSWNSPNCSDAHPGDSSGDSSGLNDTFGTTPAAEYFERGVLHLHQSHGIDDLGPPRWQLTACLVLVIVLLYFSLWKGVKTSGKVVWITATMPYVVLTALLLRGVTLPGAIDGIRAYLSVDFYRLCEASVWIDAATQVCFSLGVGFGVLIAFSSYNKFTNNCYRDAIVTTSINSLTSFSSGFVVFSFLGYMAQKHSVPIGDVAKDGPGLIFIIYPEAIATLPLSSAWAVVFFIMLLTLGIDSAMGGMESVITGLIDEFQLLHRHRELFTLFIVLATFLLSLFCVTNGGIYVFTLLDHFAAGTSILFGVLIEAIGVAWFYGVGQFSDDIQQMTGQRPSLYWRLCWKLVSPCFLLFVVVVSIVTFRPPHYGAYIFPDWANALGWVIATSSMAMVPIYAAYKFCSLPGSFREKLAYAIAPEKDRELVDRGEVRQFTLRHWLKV
Candida biofilm: kills Candida albicans biofilms. C. albicans biofilm + clotrimazole, Alamar Blue. inhibition, % at 6 µM. 85,000 compounds, 0.14% hits. AID 834;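 active = inhibition above 20%; inactive = inhibition below 20%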;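 also: preformed 24 hr biofilms exposed to compound for 48 hr; 0% = biofilm without compound and 100% = blank killed by clotrimazole plus chlorhexidine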
Smad3 inh: inhibitors of human Smad3 transcription factor binding; TR-FRET Smad3/Dy647-FoxH1 peptide binding, europium anti-His; inhibition, % at 25 µM; P84022; 88,000 compounds, 0.29% hits;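 active = compounds that reduce the energy-transfer binding signal between the protein and its labelled peptide by more than half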;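 also: 0% = Smad3 plus labelled peptide maximal FRET and 100% = peptide-only background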
Target sequence (P84022 whole entry, looked up): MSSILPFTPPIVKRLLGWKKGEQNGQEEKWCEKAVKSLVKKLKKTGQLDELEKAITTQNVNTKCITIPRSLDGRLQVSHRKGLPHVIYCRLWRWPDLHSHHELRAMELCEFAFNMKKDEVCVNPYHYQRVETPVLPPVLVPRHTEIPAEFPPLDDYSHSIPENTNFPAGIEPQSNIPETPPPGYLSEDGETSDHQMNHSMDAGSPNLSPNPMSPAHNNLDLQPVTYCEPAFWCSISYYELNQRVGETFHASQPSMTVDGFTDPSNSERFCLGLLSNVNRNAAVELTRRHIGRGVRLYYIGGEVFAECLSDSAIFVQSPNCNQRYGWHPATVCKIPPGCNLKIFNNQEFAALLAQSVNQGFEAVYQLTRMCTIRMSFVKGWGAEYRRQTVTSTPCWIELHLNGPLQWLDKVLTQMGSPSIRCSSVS
VCAM1 TNFa inh: reduces TNF alpha induced VCAM1 expression in HUVEC | HUVEC TNFa-induced VCAM-1 immunofluorescence, high-content imaging | inhibition, % at 2 µM | 95,000 compounds, 0.48% hits | AID 802;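 active = inhibition above the batch mean plus 3 SD, with images confirmed as a hit by eye, cut at about 37% in these data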;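 also: 0% = TNF-stimulated DMSO wells and 100% = unstimulated control wells; not every result past the cut was called active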
TNFa cytotox: HUVEC cytotoxicity counter-screen, TNF alpha stimulated; HUVEC TNFalpha-stimulated, Hoechst cell count, imaging; cell count reduction, % at 2 µM; 93,000 compounds, 0.17% hits; AID 848;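 active = cell count reduction exceeding the screen mean by over 5 SD, scaled to untreated wells per plate, cut at about 78% in these data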;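 also: cells counted after 24 h of TNF alpha exposure following the 1 h pretreatment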
MT1-MMP txn act: MT1-MMP promoter transcription activation; HT1080 MT1-MMP promoter luciferase reporter, luminescence, overnight; active compounds read high; activation factor at 10 µM; 86,000 compounds, 0.16% hits; AID 750;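 active = activation factor of at least 2 for MT1-MMP transcription at 10 µM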
IL1B cytotox: toxic to HUVEC cells under IL-1B stimulation; AID 845; cell count reduction, % at 2 µM; HUVEC cell count loss, Hoechst imaging, IL-1B stimulated; 94,000 compounds, 0.41% hits;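 active = cell count reduction more than 3 SD above the screen-wide mean, cut at about 70% in these data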;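 also: normalized per plate to untreated control cells as the no-loss baseline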
Numbers without * were called inactive; . = not tested or not shown; [ ] = remark or other dose. These rows are one share of the data, so the mix of outcomes need not match the whole.

SMILES	PTPN22 inh 2	F-actin modifier	hDAT+cocaine	Candida biofilm	Smad3 inh	VCAM1 TNFa inh	TNFa cytotox	MT1-MMP txn act	IL1B cytotox
O=C1c2cnc3nc(SCc4ccc(Cl)cc4)nn3c2CC2c3ccccc3CCN12 (stereo unspecified)	8	16	-0.13	.	.	19	-15	.	-7
O=C(CNCC1CCCO1)N1CCCc2ccccc21 (stereo unspecified)	3	-10	-0.69	6	13	6	-11	1	16
Cn1c(=O)c2c(nc(NCc3ccccc3)n2Cc2ccc(F)cc2)n(C)c1=O	10	-10	0.055	5	6	-5	-16	1	-4
COc1ccc(C2(O)CCN(C(=O)NC3CCCCC3)CC2)cc1	-17	-32	0.6	.	-12	19	-7	1	31
Nc1nc(NC(=O)CCCC(=O)O)nn1-c1ccccc1	14	-18	1.2	6	2	-1	-21	1.1	0
Cc1cc(NS(=O)(=O)c2ccc(NC(=O)NC(C)(C(F)(F)F)C(F)(F)F)cc2)no1	-6	.	1	7	-8	-2	-19	1.2	-2
O=C(Nc1ccc(-c2noc(COc3ccccc3Cl)n2)cc1)c1ccco1	8	7	0.094	10	-6	8	-8	1.2	-138
COc1cc(C)nc(Oc2ccc(=O)[nH]n2)n1	.	.	0.006	-4	-1	.	.	1.2	.
Nc1cc(Br)c(N)c(Br)c1	.	.	-0.3	7	10	.	.	1.1	.
CN(C)c1ccc(C(=O)OCc2ccccc2)cc1	2	-1	0.57	43*	-4	-10	12	1	18
Cn1c(Cn2c(=O)sc3ccccc32)nnc1SCC(N)=O	.	.	-0.29	6	2	.	.	1.1	.
COc1ccc(CN2CCN(C(=O)c3cccs3)CC2)cc1	9	1	0.24	3	-5	3	-4	1	-20
COc1cc2c(c(O)c1OC)C(=O)C(OC)CCC2 (stereo unspecified)	-4	-19	-0.73	3	7	-4	9	1.2	-21
COc1ccc(NC(=O)Cc2nc3ccccc3[nH]2)cc1	6	-24	-0.35	3	7	6	-26	1.3	3
CCOC(=O)c1nn(-c2ccc(F)cc2)c2nc(CC(C)C)c(C#N)c(=O)n12	-2	-5	0.71	10	11	18	-9	1.1	-25
Cc1ccc(C)c(S(=O)(=O)Nc2ccc3scnc3c2)c1	-4	-1	2	2	1	19	-5	1.1	-3
Cn1nc(-c2ccccc2)c(-c2nc(-c3ccccc3Cl)no2)c1Cl	-1	-2	-0.74	3	1	10	-3	1.2	3
COc1ccc(-c2nn3c(-c4ccncc4)nnc3s2)cc1OC	-2	16	.	4	-3	-6	.	1.1	-20
Clc1ccc(-c2nc3n(n2)Cc2ccccc2-3)cc1	-1	-9	-0.91	10	19[fluorescence artefact?]	35	2	0.6	-23
Cc1cccc(-n2c(=O)c(C#N)cc3c(=O)n4ccccc4nc32)c1	-17	-16	0.98	-2	-4	4	-3	1.1	18
O=C(CCCn1c(=O)c2ccccc2n(CC(=O)NCc2ccco2)c1=O)NCc1ccco1	6	29	0.029	5	-1	-48	-30	0.9	-43
COc1cccc(/C=C2\N=C3CCCCCN3C2=O)c1	2	.	-0.38	10	10	-4	-8	1.8	-15
CCC(=O)Nc1cccc(NC(=S)NC(=O)c2ccccc2Cl)c1	0	0	2.7*	.	.	-6	-18	.	6
CC(=O)Nc1nc(S(=O)(=O)c2ccc(C)cc2)c(Cl)s1	3	.	0.71	8	-7	-22	11	1.2	-24
Cn1c(=O)[nH]c(=O)c2c1nc(CN1CCOCC1)n2Cc1ccc(F)cc1	.	.	-0.52	10	-1	.	.	1.1	.
CC1=CCC(Cc2nc3ccccc3o2)C1(C)C (stereo unspecified)	10	-12	0.69	-1	-8	2	-8	1.2	-18
COc1ccc(CNC(=O)CN(Cc2ccc(C)cc2)S(=O)(=O)c2ccc(Cl)cc2)cc1	-3	11	-0.22	1	18	-17	-14	0.9	-8
CCC1Sc2ccccc2N(CC(=O)NCc2ccccc2OC)C1=O (stereo unspecified)	-5	13	-0.0046	12	0	20	-8	1.3	-18
O=C(CN1C(=O)c2cccc3cccc1c23)NCC1CCCO1 (stereo unspecified)	5	-11	0.69	0	12	0	.	1.2	-34
COCCn1c(CN(Cc2ccccc2)Cc2ccccc2)nc2c1c(=O)n(C)c(=O)n2C	5	-18	-0.071	4	6	2	-4	1.1	-11
O=C(NC1CCCCC1)c1cccc(Cn2cc(Cl)cn2)c1	9	.	-0.011	1	-2	5	-59	1.1	5
NS(=O)(=O)c1ccc(N2N=C(c3ccccc3)CC2c2ccc(F)cc2)cc1 (stereo unspecified)	-2	12	-0.051	.	.	7	4	.	-5
Cc1ccccc1NC(=O)C1(C)Cc2ccccc2C(=O)O1 (stereo unspecified)	0	4	0.035	3	5	26	-25	1	-8
Cc1oc2c(CN3CCCC3)c(O)ccc2c(=O)c1-c1ccc(Br)cc1	-2	9	0.0079	8	0	2	-18	1.1	20
COc1ccc(C(C#N)(CCC#N)CCC#N)cc1OC	12	22	-0.39	-1	-5	-37	0	1.1	24
COc1ccc(-c2cc3c(=O)n(CC(=O)NC4CCN(Cc5ccccc5)CC4)ncn3n2)cc1	-2	-27	1	6	-3	7	-13	1.3	8
CN(C)CC(=O)c1c[nH]c2ccccc12	-8	-17	-0.39	4	-2	8	-2	1.1	-5
Cc1cc(/C=C2\SC(N)=NC2=O)c(C)n1-c1ccccc1	12	-7	.	7	2	4	-1	1.2	0
Cc1ccc(-c2nn(Cc3ccccc3)cc2/C=C/C(=O)O)cc1C	0	4	1.5	2	6	-3	-1	1.1	-90
CC(C)c1ccc(/C=C/C(=O)NC2=NCCS2)cc1	-5	-6	.	.	.	7	-2	.	-10
Cc1cc(C)nc(N2CCCC(C(=O)Nc3cc(F)ccc3C)C2)n1 (stereo unspecified)	-4	-41	.	5	4	-28	29	1.1	16
COCCNC(=O)Cn1cc(C(=O)c2cccs2)c2ccccc21	-5	-18	1.3	-3	4	2	2	1.2	-2
O=C(Cc1ncc(C(F)(F)F)cc1Cl)N1CCN(c2cccc(Cl)c2)CC1	-4	-81	0.24	.	.	-3	2	.	-8
CC/C(=N\O)c1ccc(OC)c(OC)c1	-2	12	0.27	5	9	-7	-6	1.2	30
O=C(COC(=O)COc1ccccc1)Nc1ccc(OC(F)(F)F)cc1	-5	-3	0.026	6	-8	-4	10	1.1	-8
CCS(=O)(=O)N1CCC(c2nc(-c3ccc(C)cc3)no2)CC1	-15	7	.	-1	5	7	-27	1.6	-13
CCCCCOc1ccc(CSc2ncn[nH]2)cc1	-2	10	0.15	7	5	12	-4	1.7	-9
CC(OC(=O)c1nsc(Cl)c1Cl)C(=O)NC(C)(C)C (stereo unspecified)	18	-27	0.34	11	1	7	-5	1.2	-4
C=CCn1c(SCC(=O)C(C)(C)C)nnc1-c1cccs1	-7	-1	0.023	5	3	12	-40	1.2	-6
CCOC(=O)c1c(C)[nH]c(C(=O)COC(=O)CCC2CCCC2)c1C	-4	4	0.028	.	.	-4	-10	.	-12

Retrieved by structure from above (4):
SMILES	PTPN22 inh 2	F-actin modifier	hDAT+cocaine	Candida biofilm	Smad3 inh	VCAM1 TNFa inh	TNFa cytotox	MT1-MMP txn act	IL1B cytotox
O=C(Cc1ncc(C(F)(F)F)cc1Cl)N1CCN(c2cccc(Cl)c2)CC1	-4	-81	0.24	.	.	-3	2	.	-8
Cc1ccc(-c2nn(Cc3ccccc3)cc2/C=C/C(=O)O)cc1C	0	4	1.5	2	6	-3	-1	1.1	-90
COc1ccc(NC(=O)Cc2nc3ccccc3[nH]2)cc1	6	-24	-0.35	3	7	6	-26	1.3	3
CCCCCOc1ccc(CSc2ncn[nH]2)cc1	-2	10	0.15	7	5	12	-4	1.7	-9

The list continues:
SMILES	PTPN22 inh 2	F-actin modifier	hDAT+cocaine	Candida biofilm	Smad3 inh	VCAM1 TNFa inh	TNFa cytotox	MT1-MMP txn act	IL1B cytotox
Cc1cccc(NC(=O)CC2NC3CCCCC3NC2=O)c1 (stereo unspecified)	1	16	-0.64	9	12	-2	-2	1.2	-34
Cc1c(C(=O)Nc2ccc(OCc3ccccc3)cc2)cccc1[N+](=O)[O-]	10	-15	-0.27	.	.	-2	-21	.	-39
CCOC(=O)N1CCN(C(=O)CSCC(=O)Nc2nc(-c3ccccc3)cs2)CC1	-4	9	-0.26	5	6	-4	1	1.4	12
Cc1ccc(N(C(C)C(=O)Nc2ccccc2C(=O)N2CCOCC2)S(C)(=O)=O)cc1C (stereo unspecified)	-9	12	1	5	-9	12	-26	1.1	3
Cc1ccc(NC(=S)C2=C(O)c3ccccc3N(C)S2(=O)=O)cc1	-4	15	0.32	.	.	6	-10	.	-22
COc1ccc(N(C(=O)Cn2nnc3ccccc32)C2(C(=O)NC3CCCC3)CCCCC2)cc1	-4	-37	0.99	.	.	0	-10	.	1
O=C(Nc1ccc2c(c1)OCO2)C1CCCN1C(=O)Nc1cccc(F)c1 (stereo unspecified)	.	.	0.08	7	-4	.	.	1.1	.
CSc1nc(C)cc(OCCO)n1	2	3	0.3	-1	-10	8	24	0.9	12
CCC1(C)N(O)C(C)(C)C(c2ccc(OC)cc2)=[N+]1[O-] (stereo unspecified)	0	-29	0.52	11	-4	0	-18	1.3	-20
COC(=O)c1c(C#N)c(N)nc2c1CCCC2	-5	-19	.	7	2	7	-17	1	25
O=C(Nc1ccc(NC(=O)c2ccco2)cc1)c1ccc2c(c1)OCO2	-4	-10	-0.4	.	.	1	-11	.	-9
O=C1CCC(C(=O)N(c2ccccc2)C2(C(=O)NC3CCCCC3)CCCCC2)N1 (stereo unspecified)	9	-8	-0.21	-3	-3	-3	-9	1.3	-16
CCS(=O)(=O)N1CCC(C(=O)NCc2cccc(OC)c2)CC1	-2	-4	.	4	-2	21	12	0.9	17
CC(=O)N1CCN(c2ccc(NCc3ccc(F)cc3)cc2)CC1	4	-5	-0.27	14	9	4	-11	1.1	-31
CC1(C)Cc2nc(N)c(=O)sc2C1	-6	20	1.2	10	-3	12	-18	1.2	-8
CCCOc1ccc(NC(=O)C2CC(=O)N(C(C)C)C2)cc1 (stereo unspecified)	4	12	.	0	9	-9	0	1.1	-1
O=C(NCCSc1ccccc1)c1cncc(Br)c1	-2	-10	-1.8	-3	5	-16	6	1.7	-13
Fc1ccc(CNn2cnnc2SCc2ccc(F)cc2)cc1	5	-12	0.37	9	10	-14	-6	1.2	43
Cn1c(=O)n(CCc2ccccc2)c(=O)c2c1nc1n2CCCN1CCc1ccccc1	4	-44	0.53	11	6	-15	8	1.1	16
C=CCSc1cc(C)nc2c(-c3ccc(Cl)cc3)c(C)nn12	-6	-2	0.11	3	8	1	-2	1.2	-10
Cc1nnc(SCC(=O)Nc2ccc(Oc3ccccc3)cc2)n1N	.	.	2.2	-3	-16	.	.	1.1	.
CCC(c1nnnn1Cc1ccco1)N1CCN(c2cc(Cl)ccc2C)CC1 (stereo unspecified)	-11	-80	0.75	6	-1	14	-6	1.3	11
COC(=O)c1cn(-c2ccc(Cl)cc2)c(=O)c2ccccc12	-4	9	0.59	2	-2	1	-9	.	-66
CS(=O)(=O)Nc1cccc(C(=O)CC2(O)C(=O)Nc3ccccc32)c1 (stereo unspecified)	2	-6	-0.32	6	-3	-3	-3	1.3	-1
Cc1ccc(Oc2ccc(OCC(=O)OC3CCS(=O)(=O)C3)cc2)cc1 (stereo unspecified)	-4	4	-0.41	7	8	4	-5	0.9	5
COc1ccc(-c2csc(=Nc3c(C)n(C)n(-c4ccccc4)c3=O)n2C(C)(C)C)cc1	11	7	0.088	-1	-5	-5	-12	1.1	6
CCOC(=O)c1c(C)n(C)c2ccc(O)c(CN3CCN(C)CC3)c12	-7	5	-0.14	3	14[fluorescence artefact?]	19	-20	1.1	-15
